Compound activity from PubChem BioAssay.
H37Rv inhibition – M. tuberculosis growth inhibition, HTS (AID 449762); M. tuberculosis H37Rv growth inhibition, 7H9 media; higher % means a stronger effect; inhibition, % at 25 µM, or IC50 in µM where a hit was titrated; hit rate 0.59% among 330,000; in the data active = a potency from the dose series; inconclusive = inhibition above about 70% without an active follow-up result;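 also: bacterial growth assessed after seven days of incubation; strong numbers were not always called active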
VEEV TC-83 Vero – inhibitors of VEEV TC-83 cytopathic effect, confirmation, Vero cells (AID 588727); Vero cells, VEEV TC-83 cytopathic effect inhibition; higher % means a stronger effect; inhibition, % at 20 µM, or IC50 in µM where a hit was titrated; hit rate 0.13% among 350,000; in the data active = a potency from the dose series; inconclusive = inhibition mostly from about 14% at the one dose, without a potency; inactive = the rest, 99 in 100 with inhibition below about 12%; also: strong numbers were not always called active
influenza NS1A – H1N1 influenza NS1A inhibitors, functional cell based assay (AID 504329) | NS1A functional cell-based assay, percent inhibition; higher % means a stronger effect | one-dose inhibition, % at 12.5 µM; IC50 in µM for titrated hits | hit rate 0.3% among 340,000; in the data active = a potency from the dose series; inconclusive = inhibition above about 27% without an active follow-up result; also: strong numbers were not always called active
Salmonella PhoP GFP – PhoP regulon inhibitors, Salmonella typhi PhoP promoter GFP reporter, confirmatory (AID 1850); Salmonella Typhi PhoP-promoter GFP reporter, fluorescence, 4 h; higher % means a stronger effect; inhibition, % at 50 µM, or IC50 in µM where a hit was titrated; hit rate 0.33% among 310,000; in the data active = a potency from the dose series; inconclusive = inhibition mostly from about 25% at the one dose, without a potency; inactive = the rest, 99 in 100 with inhibition below about 19%;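 also: 0% = induced wells with vehicle and 100% = uninduced wells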
tuberculosis growth – growth inhibition of non-replicating M. tuberculosis (AID 488890); hit rate 0.39% among 320,000; inhibition, % at 25 µM; hits with a dose series show IC50 in µM; Mycobacterium tuberculosis non-replicating, growth inhibition; higher % means a stronger effect; in the data active = a potency from the dose series; inconclusive = inhibition mostly from about 82% at the one dose, without a potency; inactive = the rest, 99 in 100 with inhibition below about 76%;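 also: plate controls were DMSO cells for no effect and high antibiotic wells for full effect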
VEEV TC-83 Vero 10K pilot screen – recorded beside VEEV TC-83 Vero, whose call it bears; inhibition, %; measured here: 10K pilot screen inhibition
* marks the source's active call; other numbers are inactive results; i = inactive; u = inconclusive; x = no result given.

SMILES | H37Rv inhibition | VEEV TC-83 Vero | influenza NS1A | Salmonella PhoP GFP | tuberculosis growth | others
Cn1nnnc1SCC(=O)Nc1cccc(S(=O)(=O)N2CCCC2)c1 | 11% | i | -1% | 2% | 16%
CN(C)Cc1ccccc1Sc1ccccc1Br | -2% | 0.6% | 5% | -1% | 80%
NC(N)=NS(=O)(=O)c1ccc(NC(=S)Nc2ccc(F)cc2)cc1 | 1% | 1.1% | -23% | -6% | 33%
CC(C)CCN(C)C1CCN(S(=O)(=O)c2ccc(F)cc2)CC1 | 1% | i | 4% | x | x
COC(=O)C1C2C=CC3(CN(C4CCCC4)C(=O)C13)O2 (stereo not drawn) | -11% | i | -14% | -14% | -14%
CCOC(=O)C1=C(C)N2C(=C(C#N)[C@@H]1c1ccc(C(=O)OC)cc1)SC[C@@]2(O)C(C)(C)C | -4% | 5.7% | 12% | -13% | 17%
CSc1ccc(/C=N/NC(=O)CN2CCN(Cc3ccc(Cl)cc3)CC2)cc1 | -5% | 1.2% | -1% | 2% | -1%
COC(CNC(=O)CSCc1nc(-c2ccc(SC)cc2)oc1C)OC | 0% | 0.4% | 10% | -4% | 8%
O=C(CCSCc1ccccc1Cl)NCc1ccco1 | -14% | 0.6% | -7% | 1% | 50%
CCNC(=O)/N=C1/NC(=O)C(C(C)C)O1 (stereo not drawn) | -9% | 0.9% | 11% | -9% | 0% | VEEV TC-83 Vero 10K pilot screen=1.0
N#Cc1ccc(CN2CCN(C(=O)CCNS(=O)(=O)c3ccc(F)c(F)c3)CC2)cc1 | -2% | i | -8% | x | -12%
Cc1occc1-c1nnc(SCC(=O)NCCc2ccccc2)o1 | 9.8µM* | i | -3% | 13% | u | VEEV TC-83 Vero 10K pilot screen=0.1
O=C(O)c1cccc(NC(=O)C2CC(=O)N(Cc3ccccc3)C2)c1 (stereo not drawn) | -4% | 1.8% | -20% | 5% | -5%
O=C(CCCSc1ccccc1)Nc1nc(-c2ccccn2)cs1 | u | 1.6% | -14% | 19% | u
Cc1cccc(OCC(=O)Nc2ccc(N3CCN(C(=O)c4ccco4)CC3)cc2)c1 | 65% | i | 0% | -10% | 32%
CCC(C)NCCCCOc1ccc(Br)cc1 (stereo not drawn) | -3% | 0.5% | 2% | 31% | 33%
CC1CC(C)(C)NC(=S)N1CC(=O)N(C)Cc1ccccc1 (stereo not drawn) | -2% | 1.1% | 1% | -9% | -21%
Cc1ccc(NC(=O)CN(C)C(=O)COC(=O)/C=C/c2cccs2)cc1 | -9% | 3.6% | 3% | 7% | -1%
CCN(CC(=O)Nc1cccc(OC)c1)C(=O)C1CCN(C(=O)Nc2ccccc2)CC1 | -13% | 1.6% | -4% | 1% | 2%
COc1ccc(NC(=O)c2nnn(Cc3cccc(F)c3)c2N)c(OC)c1 | -6% | 2.1% | 4% | -4% | 1%
COc1ccc(C2C(C(=O)c3sc(C)nc3C)=C(O)C(=O)N2CCN(C)C)cc1OC (stereo not drawn) | 1% | 1.1% | -8% | 9% | -2%
CCn1c(SCC(=O)c2c[nH]c3ccccc23)nnc1-c1cccs1 | 0% | 1.9% | -2% | 0% | 25%
CCc1cccc(NC(=O)Cn2c(=O)oc3cc(S(=O)(=O)N4CCOCC4)ccc32)c1 | -5% | 2.1% | 3% | x | 14%
CN(C)C(=O)CSc1nnc(-c2ccncc2)n1Cc1ccco1 | 4% | i | -18% | 4% | -12%
O=C(c1cscn1)N1CCCC(N2CCN(c3ccc(F)cc3)CC2)C1 (stereo not drawn) | -8% | i | -10% | 1% | -7%

Seven entries already listed, ordered by count of non-hydrogen atoms, rising.
SMILES | H37Rv inhibition | VEEV TC-83 Vero | influenza NS1A | Salmonella PhoP GFP | tuberculosis growth | others
CN(C)Cc1ccccc1Sc1ccccc1Br | -2% | 0.6% | 5% | -1% | 80%
CC1CC(C)(C)NC(=S)N1CC(=O)N(C)Cc1ccccc1 (stereo not drawn) | -2% | 1.1% | 1% | -9% | -21%
O=C(O)c1cccc(NC(=O)C2CC(=O)N(Cc3ccccc3)C2)c1 (stereo not drawn) | -4% | 1.8% | -20% | 5% | -5%
Cc1ccc(NC(=O)CN(C)C(=O)COC(=O)/C=C/c2cccs2)cc1 | -9% | 3.6% | 3% | 7% | -1%
CSc1ccc(/C=N/NC(=O)CN2CCN(Cc3ccc(Cl)cc3)CC2)cc1 | -5% | 1.2% | -1% | 2% | -1%
COc1ccc(C2C(C(=O)c3sc(C)nc3C)=C(O)C(=O)N2CCN(C)C)cc1OC (stereo not drawn) | 1% | 1.1% | -8% | 9% | -2%
CCN(CC(=O)Nc1cccc(OC)c1)C(=O)C1CCN(C(=O)Nc2ccccc2)CC1 | -13% | 1.6% | -4% | 1% | 2%

Remaining list, next part:
SMILES | H37Rv inhibition | VEEV TC-83 Vero | influenza NS1A | Salmonella PhoP GFP | tuberculosis growth | others
CC1CC(C)CN(CCCNC(=O)c2ccc3c(SCC(=O)O)c4c(nc3c2)CCC4)C1 (stereo not drawn) | -3% | 0.2% | -5% | 2% | -7%
CCN(CCn1cccn1)C(=O)c1cc(COc2ccc(F)cc2Cl)on1 | 2% | 1.7% | -3% | -3% | 26%
Cc1ccc(S(=O)(=O)N(C)C)cc1NC(=S)N(CCC#N)Cc1cccnc1 | -3% | 1.0% | 9% | 6% | -10%
CN(C)CCNC(=O)Nc1cccc(Cl)c1Cl | 1% | 0.1% | 4% | -10% | 0%
CN(C)c1ccc(CN(C(=O)C2COc3ccccc3O2)C2CCS(=O)(=O)C2)cc1 (stereo not drawn) | -4% | 0.5% | 11% | 5% | 5%
COc1ccc(C)cc1-n1nc2ccccc2n1 | 8% | 0.1% | -4% | -3% | 10%
COCCN1CC(=O)N(c2cccc(C)c2C)C(c2ccc(Cl)cc2)C1=O (stereo not drawn) | -16% | 0.9% | -1% | 3% | -10%
O=C(Nc1cccc2[nH]ncc12)c1ccc(F)cc1 | -21% | 2.7% | -3% | 1% | 2%
CC(NCc1cccc(Cl)c1Cl)C(O)c1ccccc1 (stereo not drawn) | 0% | 2.8% | -5% | -4% | -11%
CCCN(CC1CC1)C(=S)Nc1ccc(C(C)=O)cc1 | -8% | i | -5% | 9% | 21%
C=CCN=C1S/C(=C\c2ccc(Cl)cc2)C(=O)N1CC=C | 8% | 1.8% | x | -1% | 9%
NS(=O)(=O)c1cccc(NC(=O)CSc2nnc(-c3ccccc3F)n2C2CC2)c1 | -2% | i | -5% | 4% | 4%
COc1ccc(CCNC(=O)CSc2ccc3nnc(CCNC(=O)c4ccccc4)n3n2)cc1OC | -4% | 1.5% | -10% | -6% | -10%
CCOc1ccccc1N1CCN(C(=O)CC(C)C)CC1 | -3% | 0.3% | 24% | -2% | -2%
O=C(CCC(=O)N(CC(=O)NC1CCCCC1)Cc1ccc(F)cc1)Nc1nccs1 | -4% | i | 9% | -8% | -4%
COc1ccc(S(=O)(=O)N(C)CC(=O)NCc2cccnc2)cc1OC | -8% | 0.6% | 7% | -12% | -4%
Cc1cc(C(F)(F)F)nn1CC(=O)N1CCCCC1C (stereo not drawn) | 2% | 0.9% | -23% | 12% | -19%
COc1cccc(NC(=S)N(CCC(C)C)C2CCN(C(C)=O)CC2)c1 | 6% | 0.9% | -2% | -15% | 5%
O=S(=O)(c1ccc(Cl)cc1)N1CCCN(c2ccc(C(F)(F)F)cn2)CC1 | 1% | 2.4% | 14% | -5% | 23%
O=C(COC(=O)c1cnccn1)Nc1ccccc1-c1ccccc1 | 3% | 1.5% | -15% | x | 8%
O=C(Nc1ccccc1)N1CCN(c2ncccn2)CC1 | -9% | 0.5% | 2% | -1% | 4%
Cc1ccc(N(C)C(=O)CC(C)S(=O)(=O)c2ccc3c(c2)NC(=O)CO3)cc1 (stereo not drawn) | -3% | 0.8% | -3% | 2% | 3%
O=C(C1CCCN(c2ncccn2)C1)N1CCc2ccccc21 (stereo not drawn) | x | 0.8% | 23% | -6% | x
COCCNc1nnc(SCC(=O)NC2CCCCC2)s1 | -4% | 3.0% | -12% | x | 0%
Cc1ccc(-c2ccc(/C=C(\C#N)C(=O)Nc3cc(C)nn3-c3ccccc3)o2)cc1 | -14% | x | x | -307% | u

The listing continues:
SMILES | H37Rv inhibition | VEEV TC-83 Vero | influenza NS1A | Salmonella PhoP GFP | tuberculosis growth | others
COc1ccc(CC(=O)N2CCN=C2SC)cc1 | -12% | 0.7% | -3% | -4% | -18%
CCc1[nH]nc(C(=O)N2CCCC(Nc3ccc(C(C)C)cc3)C2)c1C (stereo not drawn) | 7% | 0.4% | -4% | -5% | 5%
CCCN(CCC)CCCNC(=O)c1ccc2c(Cl)c3c(nc2c1)CCC3 | 8% | i | 1% | -11% | 26%
O=C(Cc1ccc(F)cc1)Nc1nnc(-c2ccc(F)cc2)o1 | u | 0.3% | -11% | -14% | 47%
CC1CCN(CC(C)OC(=O)c2ccc3c(c2)OCCO3)CC1 (stereo not drawn) | -2% | 0.8% | -3% | -6% | -44%
O=C(NCCN1CCOCC1)c1cccc(S(=O)(=O)N2CCCCCC2)c1 | 4% | i | -14% | -5% | -18%
C/C(=N/NC(=O)CN1CCN(S(=O)(=O)c2ccc(Br)cc2)CC1)c1ccco1 | 1% | 6.2% | -13% | -6% | -2%
CCCN(C(=O)COC(=O)CSc1ccc([N+](=O)[O-])cc1)C1CCS(=O)(=O)C1 (stereo not drawn) | -6% | i | -5% | x | 12%
O=C1CCCN1CCC1CCCCN1Cc1nc(-c2cnccn2)no1 (stereo not drawn) | 9% | i | -3% | 7% | -1%
Cc1c(C)c(C)c(S(=O)(=O)NCCC(=O)N2CCN(Cc3ccc(C#N)cc3)CC2)c(C)c1C | 0% | 1.1% | -11% | x | 16%
Cc1ccsc1C(=O)Nc1ccccc1N1CCOCC1 | 3% | 1.0% | -8% | 5% | 19%
Cc1nc2ccccc2n1CC(=O)OCC(=O)Nc1ccc2c(c1)OCCO2 | -6% | 1.8% | 21% | -4% | 5%
O=S(=O)(NCCCN1CCOCC1)c1ccc(Cl)s1 | -13% | 0.4% | -6% | 15% | -3%
COc1nc(N)c(S(=O)(=O)c2ccccc2C)cc1C#N | -1% | 1.8% | 5% | -4% | -16%
Cc1ccc(S(=O)(=O)NCCCn2ccnc2)cc1C(=O)NC(C)C | 4% | 0.1% | 0% | -7% | 7%
CCOC(=O)c1ccc(NC(=O)Nc2c(C)n(C)n(-c3ccccc3)c2=O)cc1 | -10% | 4.1% | -6% | -6% | 0%
COc1cccc(C2CC(c3ccccc3)n3ncnc3N2)c1 (stereo not drawn) | 0% | i | -8% | -7% | 16%
COc1ccc(-c2cn3c(C)c(C(=O)NC(C)(C)C)sc3n2)cc1 | u | 0.6% | 9% | 2% | 32% | VEEV TC-83 Vero 10K pilot screen=3.5
COC(=O)c1cc2c(ccn2-c2ccc(F)cc2)n1Cc1ccc(C#N)cc1 | 4% | 4.6% | -1% | -4% | 5%
COc1cc(C2NC(=O)NC(C)=C2[N+](=O)[O-])cc(OC)c1OC (stereo not drawn) | 5% | 0.1% | -3% | 4% | 1%
Cc1ccccc1C(=O)NC(=S)Nc1cccc(NC(=O)C(C)C)c1 | 2% | 0.5% | -1% | -6% | -7%
CCOc1ccc(NS(=O)(=O)c2ccc(-c3ccc(=O)[nH]n3)o2)cc1 | 9% | 0.7% | 9% | 3% | 2%
Cc1ccc(C(C)C)cc1OCC(=O)Nc1ccccc1N1CCCC1 | -14% | i | -2% | -9% | 0%
O=C(c1ccc(S(=O)(=O)N2CCC(c3nc4ccccc4s3)CC2)cc1)N1CCCCC1 | x | 1.9% | -13% | x | x
O=C1CC(C2CCCO2)C(=O)N1c1ccc(Cl)c(Cl)c1 (stereo not drawn) | 1% | 1.8% | -8% | 0% | 6%

New compounds follow:
SMILES | H37Rv inhibition | VEEV TC-83 Vero | influenza NS1A | Salmonella PhoP GFP | tuberculosis growth | others
COc1ccccc1C(=O)O[C@H]1[C@H](Cc2ccccc2)NS(=O)(=O)[C@H]2C[C@@H]3C=C[C@]12O3 | -4% | i | -6% | x | 15%
Cc1cc(C(=O)N2CCN(c3ccccc3Cl)CC2)c(C)o1 | 0% | 6.6% | 3% | x | 9%
CCOc1ccccc1NC(=S)NCC1CCCO1 (stereo not drawn) | -6% | 0.6% | 2% | -3% | 18%
C=CCC1[C@H](C)[C@H]2[C@@H]3CC[C@@H](C3)[C@H]2CN1S(=O)(=O)c1ccc(C)cc1 (stereo partly drawn) | x | i | 0% | x | x
CCC(Sc1nc2ccc(C)cc2[nH]1)C(=O)O (stereo not drawn) | -6% | i | -3% | -1% | -6%
N#CC1CC(c2ccc([N+](=O)[O-])cc2)=NN1c1ccc([N+](=O)[O-])cc1 (stereo not drawn) | 5% | 3.1% | -9% | 0% | -3%
